Screening results deposited in PubChem BioAssay by Broad Institute.
IDH1 R132H inh: inhibitors of human IDH1 R132H | O75874 | IDH1 R132H reductase, diaphorase/resazurin fluorescence, 60 min | inhibition, % at 10 µM | actives 0.18% (n = 70,000) | AID 624101; in the data active = inhibition above about 34%;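 note: 0% = DMSO and 100% = no enzyme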
Target sequence (O75874 whole entry R132H): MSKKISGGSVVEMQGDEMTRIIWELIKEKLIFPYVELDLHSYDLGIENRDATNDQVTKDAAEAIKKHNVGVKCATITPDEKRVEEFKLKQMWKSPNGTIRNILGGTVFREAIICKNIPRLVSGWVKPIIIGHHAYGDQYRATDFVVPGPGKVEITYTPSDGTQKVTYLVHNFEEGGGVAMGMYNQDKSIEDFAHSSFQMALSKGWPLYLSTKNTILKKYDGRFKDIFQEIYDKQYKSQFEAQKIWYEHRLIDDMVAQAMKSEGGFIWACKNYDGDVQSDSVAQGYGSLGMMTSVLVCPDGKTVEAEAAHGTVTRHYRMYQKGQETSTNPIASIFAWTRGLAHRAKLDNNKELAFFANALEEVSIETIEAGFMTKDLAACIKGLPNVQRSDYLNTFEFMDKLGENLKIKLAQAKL
EZH2 inh: blocks human EZH2/PRC2 H3K27 methylation; Q15910; AID 651548; DELFIA TRF, 1 h; inhibition, % at 12.5 µM; actives 0.35% (n = 57,000);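 active = mean inhibition of replicates at least 50% and every single replicate also reaching 50%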;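 note: dimethyl H3K27 on biotinylated H3 21-44 peptide detected by antibody; plate controls were median neutral control wells for no effect and median positive control wells for full effect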
Numbers without * were called inactive; / = not tested or not shown; & = joins results of further samples. These rows are one share of the data; rates above refer to the full screens.

SMILES	IDH1 R132H inh	EZH2 inh
C[C@H]1CCCCO[C@@H](CN(C)S(=O)(=O)c2ccccc2)[C@@H](C)CN([C@@H](C)CO)C(=O)c2cc(NC(=O)NC3CCCCC3)ccc2O1	-2.6	/
CCCNC(=O)Nc1ccc2c(c1)OC[C@@H](C)N(Cc1ccccn1)C[C@H](C)[C@@H](OC)CN(C)C2=O	-0.2	1
C[C@H]1CN([C@@H](C)CO)C(=O)c2cc(NS(=O)(=O)c3cn(C)cn3)ccc2O[C@H]1CN(C)Cc1ccncc1	0.0	6
CCCC(=O)Nc1ccc2c(c1)C(=O)N(C)C[C@@H](OC)[C@H](C)CN(C(=O)CC)[C@H](C)CO2	0.0	6
C[C@@H]1CN([C@H](C)CO)S(=O)(=O)c2ccc(C#CC3CC3)cc2O[C@H]1CN(C)Cc1cccnc1	60*	5
CC(C)CC#Cc1ccc2c(c1)O[C@@H](CN(C)C(=O)C1CCOCC1)[C@@H](C)CN([C@@H](C)CO)S2(=O)=O	-0.8	/
C[C@H]1CN([C@@H](C)CO)C(=O)Cc2cc(NS(=O)(=O)c3ccc(Cl)cc3)ccc2O[C@H]1CN(C)Cc1ccc2c(c1)OCO2	0.0	/
Cc1c(NC(=O)CNS(=O)(=O)c2ccc(Br)cc2)c(=O)n(-c2ccccc2)n1C	0.0	4
C[C@H]1CN([C@@H](C)CO)C(=O)c2cc(NS(=O)(=O)c3ccccc3)ccc2O[C@@H]1CN(C)Cc1ccc(-c2ccccc2)cc1	2.6	/
C[C@@H]1CN([C@H](C)CO)S(=O)(=O)c2ccc(C#Cc3cccnc3)cc2O[C@H]1CN(C)CC1CCCC1	0.7	7
COc1ccc(NC(=O)Nc2cccc3c2O[C@H](CN(C)Cc2ccc4c(c2)OCO4)[C@@H](C)CN([C@@H](C)CO)C3=O)cc1	0.3	5
C/C=C/c1ccc2c(c1)O[C@H](CN(C)Cc1ccccn1)[C@H](C)CN([C@@H](C)CO)S2(=O)=O	-0.6	12
Cn1cnc(S(=O)(=O)N[C@H]2CC[C@H](CC(=O)NCC3CC3)O[C@@H]2CO)c1	0.2	-3
CCOC(=O)C1=C(C)N(c2nonc2NC(C)=O)C(N)=C(C#N)C1c1ccc(Br)cc1 (stereo unspecified)	1.4	-7
Cc1ccc(S(=O)(=O)NC2c3cccc4cccc(c34)C2Sc2nnc(N)s2)cc1 (stereo unspecified)	0.4	0
C[C@@H]1CCCCO[C@@H](CN(C)C)[C@@H](C)CN([C@@H](C)CO)C(=O)c2cc(N(C)C)ccc2O1	2.8	-5
CCO[C@H]1OC(C(=O)NC2CC2)=C[C@@H](C(C)(C)C)[C@@H]1CCCO	/	-6
C[C@H](CO)N1C[C@H](C)[C@H](CN(C)S(=O)(=O)c2ccccc2F)Oc2ncc(/C=C/c3ccccc3)cc2C1=O	0.0	/
CCC(C)C(OC1OC(C)C(O)C(O)C1O)C(C)C(=O)C(C)/C=C(\C)CC(C)C(O)C(C)C(=O)O (stereo unspecified)	4.6	7
C[C@@H]1CN([C@@H](C)CO)C(=O)c2cc(NC(=O)Cc3ccccc3)ccc2O[C@@H]1CN(C)Cc1ccncc1	-0.1	2
C[C@H](CO)N1C[C@H](C)[C@H](CN(C)S(=O)(=O)c2cccs2)Oc2ncc(-c3cccc(F)c3)cc2C1=O	0.5	6
C[C@@H]1CCCCO[C@@H](CN(C)S(=O)(=O)c2cn(C)cn2)[C@@H](C)CN([C@@H](C)CO)C(=O)c2cc(N(C)C)ccc2O1	-8.5	9
COC(=O)C[C@H]1C[C@H]2c3cc(NS(=O)(=O)c4ccc(F)cc4)ccc3O[C@H]2[C@H](CO)O1	1.4	0
C/C=C/c1ccc2c(c1)O[C@H](CN(C)S(=O)(=O)c1ccc(F)cc1)[C@H](C)CN([C@H](C)CO)S2(=O)=O	1.1	1
C[C@@H]1CN([C@H](C)CO)C(=O)c2cc(C#CCc3ccccc3)cnc2O[C@H]1CN(C)Cc1cccnc1	-0.5	-6

Continuation:
SMILES	IDH1 R132H inh	EZH2 inh
C[C@H](CO)N1C[C@H](C)[C@@H](CN(C)C(=O)Nc2ccccc2)Oc2ncc(C#CC3CCCCC3)cc2C1=O	-0.2	-27&-19
COc1cc(C2CC(=O)c3c(O)cc(O)cc3O2)ccc1O (stereo unspecified)	0.0	-4
C[C@H]1CN([C@@H](C)CO)S(=O)(=O)c2ccc(C3=CCCCC3)cc2O[C@@H]1CN(C)C	-2.1	4
COc1ccc(S(=O)(=O)N(C)C[C@@H]2Oc3ccc(NS(C)(=O)=O)cc3C(=O)N([C@@H](C)CO)C[C@@H]2C)cc1	3.6	/
COc1ccccc1CNC(=O)c1cnn2c(C(F)F)cc(C)nc12	-0.4	1
C[C@@H]1CCCCO[C@H](CN(C)Cc2ccncc2)[C@H](C)CN([C@@H](C)CO)C(=O)c2cc(NC(=O)NC3CCCCC3)ccc2O1	5.7	2
C[C@@H]1CN([C@H](C)CO)S(=O)(=O)c2ccc(-c3ccc(C#N)cc3)cc2O[C@@H]1CN(C)Cc1cccc(F)c1	0.5	3
O=C(C[C@@H]1C[C@H]2c3cc(NC(=O)C4CCC4)ccc3O[C@H]2[C@H](CO)O1)NCc1ccccc1	-0.3	-2
Nc1nc(SCC(=O)NCC2CCCO2)n[nH]1 (stereo unspecified)	0.2	-2
O=C(NCC[C@@H]1CC[C@@H](NS(=O)(=O)c2cccc(F)c2)[C@@H](CO)O1)C1CCC1	-0.3	-1
C[C@H]1CN([C@@H](C)CO)C(=O)c2cccc(NC(=O)C3CCCCC3)c2O[C@H]1CN(C)S(=O)(=O)c1ccccc1	2.8	2
CC(=O)c1cn(CC(=O)NCc2cccnc2)c2ccccc12	1.9	/
C[C@H]1CN([C@@H](C)CO)C(=O)Cc2cc(NC(=O)Nc3ccc(F)cc3)ccc2O[C@H]1CN(C)C(=O)NC1CCCCC1	-2.5	-4
Cc1ccccc1-c1nc(S(=O)(=O)c2ccc(Cl)cc2)c(NCC2CCCO2)o1 (stereo unspecified)	0.3	28
Cn1c(SCC(=O)Nc2ccc(Cl)cc2)nc2sc3c(c2c1=O)CCCC3	-0.2	-16
CCCC(=O)Nc1ccc2c(c1)OC[C@@H](C)N(CC1CCCC1)C[C@H](C)[C@@H](OC)CN(C)C2=O	0.0	-21
C[C@H]1CCCCO[C@@H](CN(C)CC2CCCCC2)[C@@H](C)CN([C@@H](C)CO)C(=O)c2cc(NS(=O)(=O)c3ccccc3)ccc2O1	2.5	/
C=CCN1Cc2ccccc2[C@H]2OC(c3ccc(OCCCO)cc3)=N[C@@]2(CCC(=O)OC(C)(C)C)C1=O	0.1	14
COc1ccc(NC(=O)CSc2nc(-c3cccs3)cc(C(F)(F)F)c2C#N)cc1	0.1	-14
COc1ccc(CN(C)C[C@@H]2OCCCC[C@H](C)Oc3ccc(NC(=O)Nc4ccc(OC)cc4)cc3C(=O)N([C@H](C)CO)C[C@@H]2C)cc1	-0.7	/
CO[C@H]1CN(C)C(=O)c2cc(NC(=O)C3CCCC3)ccc2OC[C@H](C)N(C(=O)CC2CC2)C[C@H]1C	0.1	2
C[C@@H]1CN([C@H](C)CO)C(=O)c2cc(Br)cnc2O[C@H]1CN(C)C	0.1	4
CC(C)c1ccccc1NC(=O)CSc1nc(-c2ccccc2)cc(=O)[nH]1	2.5	9
O=S(=O)(N[C@@H]1CCCN(Cc2ccc(OCCO)cc2)C1)c1cccc2cccnc12	/	3
Cc1ccc(NC(=O)CSc2nc3ccccc3s2)cc1Cl	-0.3	48

Among those listed so far, these have fluorine.
SMILES	IDH1 R132H inh	EZH2 inh
C[C@H](CO)N1C[C@H](C)[C@H](CN(C)S(=O)(=O)c2ccccc2F)Oc2ncc(/C=C/c3ccccc3)cc2C1=O	0.0	/
C[C@H](CO)N1C[C@H](C)[C@H](CN(C)S(=O)(=O)c2cccs2)Oc2ncc(-c3cccc(F)c3)cc2C1=O	0.5	6
COC(=O)C[C@H]1C[C@H]2c3cc(NS(=O)(=O)c4ccc(F)cc4)ccc3O[C@H]2[C@H](CO)O1	1.4	0
C/C=C/c1ccc2c(c1)O[C@H](CN(C)S(=O)(=O)c1ccc(F)cc1)[C@H](C)CN([C@H](C)CO)S2(=O)=O	1.1	1
COc1ccccc1CNC(=O)c1cnn2c(C(F)F)cc(C)nc12	-0.4	1
C[C@@H]1CN([C@H](C)CO)S(=O)(=O)c2ccc(-c3ccc(C#N)cc3)cc2O[C@@H]1CN(C)Cc1cccc(F)c1	0.5	3
O=C(NCC[C@@H]1CC[C@@H](NS(=O)(=O)c2cccc(F)c2)[C@@H](CO)O1)C1CCC1	-0.3	-1
C[C@H]1CN([C@@H](C)CO)C(=O)Cc2cc(NC(=O)Nc3ccc(F)cc3)ccc2O[C@H]1CN(C)C(=O)NC1CCCCC1	-2.5	-4
COc1ccc(NC(=O)CSc2nc(-c3cccs3)cc(C(F)(F)F)c2C#N)cc1	0.1	-14

Other compounds.
SMILES	IDH1 R132H inh	EZH2 inh
CO[C@H]1CN(C)C(=O)c2cc(NS(=O)(=O)c3ccccc3)ccc2OC[C@@H](C)N(Cc2nccs2)C[C@@H]1C	-0.2	4
C[C@@H](O)C#Cc1cnc2c(c1)C(=O)N([C@@H](C)CO)C[C@H](C)[C@@H](CN(C)C(=O)CN(C)C)O2	-2.7	-12
CNC[C@@H]1Oc2ccc(NC(=O)NC3CCCCC3)cc2CC(=O)N([C@@H](C)CO)C[C@@H]1C	0.4	1
C[C@H]1CN([C@@H](C)CO)C(=O)c2cccc(NC(=O)Nc3cccc4ccccc34)c2O[C@H]1CN(C)Cc1ccncc1	/	6
COc1ccc(NC(=O)N(C)C[C@H]2Oc3c(NS(=O)(=O)c4ccc(F)cc4)cccc3C(=O)N([C@@H](C)CO)C[C@H]2C)cc1	-4.1	/
CCCC(=O)Nc1ccc2c(c1)C(=O)N(C)C[C@H](OC)[C@H](C)CN(CC1CCOCC1)[C@@H](C)CO2	0.0	12
Cc1cc([N+](=O)[O-])nn1CC(=O)NC(C)C	-0.1	-16
Cc1noc(C)c1NC(=O)Nc1ccc2c(c1)CC(=O)N([C@H](C)CO)C[C@H](C)[C@@H](CN(C)C(=O)NC1CCCCC1)O2	3.4	/
O=S(=O)(Nc1ccc(O)c(Sc2nc3ccccc3s2)c1)c1cccc2cccnc12	14	14
O=C(N[C@H]1C=C[C@@H](CC(=O)N2CCC(Cc3ccccc3)CC2)O[C@@H]1CO)c1cnccn1	-0.2	9
C/C=C/c1cnc2c(c1)C(=O)N([C@@H](C)CO)C[C@@H](C)[C@H](CN(C)C(=O)C1CCC1)O2	0.1	10
C=C(C)[C@@H]1CC=C(/C=N/NC(=O)c2ccc(C(=O)NO)cc2)CC1	/	13
CO[C@@H]1CN(C)C(=O)c2ccc(NC(=O)C3CCC3)cc2OC[C@@H](C)N(Cc2cccnc2)C[C@@H]1C	0.1	-14
CO[C@@H]1CN(C)C(=O)c2cc(NC(=O)C3CCCCC3)ccc2OC[C@@H](C)N(C(=O)c2ccccc2)C[C@H]1C	-0.2	4
C[C@H](CO)N1C[C@H](C)[C@@H](CN(C)C(=O)Nc2ccc(F)cc2)Oc2ccc(NC(=O)Cc3ccccc3)cc2C1=O	-1.6	/
C[C@H]1CN([C@@H](C)CO)C(=O)c2cc(-c3ccccc3)cnc2O[C@H]1CN(C)C(=O)c1ccccn1	0.0	/
COC(=O)C[C@@H]1C[C@H]2c3cc(NC(=O)CC4CC4)ccc3O[C@H]2[C@H](CO)O1	-1.1	1
COc1cccc(-c2cnc3c(c2)C(=O)N([C@H](C)CO)C[C@H](C)[C@H](CN(C)Cc2cccnc2)O3)c1	-0.8	-9
C[C@@H]1CN([C@H](C)CO)C(=O)c2cc(NC(=O)Nc3ccc(C(F)(F)F)cc3)ccc2O[C@@H]1CN(C)S(=O)(=O)c1cccs1	0.3	/
O=C(C[C@H]1C[C@@H]2c3cc(NC(=O)Nc4ccc(C(F)(F)F)cc4)ccc3O[C@@H]2[C@@H](CO)O1)NCc1ccc2c(c1)OCO2	0.3	4
CO[C@H](C(=O)N(C)C[C@@H]1OCc2ccccc2-c2c(n(C)c3ccccc23)C(=O)N([C@@H](C)CO)C[C@H]1C)c1ccccc1	/	-1
Nc1cccc2c(=O)[nH]ccc12	-1.9	5
Cc1cccc2c(C(=O)NCCN3CCOCC3)cc(-c3ccccc3Cl)nc12	0.2	3
O=c1cc(CSc2nc3ccccc3[nH]2)c2ccccc2[nH]1	-0.3	5
C[C@@H]1CN([C@H](C)CO)C(=O)c2cc(-c3ccccc3F)cnc2O[C@H]1CN(C)Cc1ccccc1F	-0.5	/

Next part:
SMILES	IDH1 R132H inh	EZH2 inh
C[C@H](CO)N1C[C@H](C)[C@H](CN(C)Cc2ccc(C(=O)O)cc2)Oc2c(NC(=O)NC3CCCCC3)cccc2C1=O	2.7	-7
COc1ccc(NC(=O)Nc2ccc3c(c2)CC(=O)N([C@@H](C)CO)C[C@H](C)[C@@H](CN(C)C(=O)Nc2cccc4ccccc24)O3)cc1	-0.7	/
Cc1noc(C)c1NC(=O)Nc1ccc2c(c1)C(=O)N([C@@H](C)CO)C[C@@H](C)[C@@H](CN(C)C(=O)Nc1ccc(F)cc1)O2	0.2	/
O=C(NC1CCCCC1)N[C@H]1CC[C@@H](CC(=O)N2CCOCC2)O[C@@H]1CO	0.4	2
CC(NS(=O)(=O)c1ccc(Cl)cc1)C(=O)Nc1ccc(Oc2ccccc2)cc1 (stereo unspecified)	0.0	21
CCCC#Cc1cnc2c(c1)C(=O)N([C@H](C)CO)C[C@@H](C)[C@H](CN(C)C(=O)Nc1ccccc1F)O2	-1.9	-7
c1ccc(-c2[nH]ncc2-c2ccnc3ccccc23)nc1	0.2	-5
CCCC(=O)Nc1ccc2c(c1)OC[C@H](C)N(Cc1ccccc1)C[C@@H](C)[C@H](OC)CN(C)C2=O	-0.2	-10
